Source: PubChem BioAssay (Sanford-Burnham Center for Chemical Genomics)
MPTP inh: mitochondrial permeability transition pore inhibitors, primary screen, biochemical, isolated mouse mitochondria, absorbance; Ca2+ swelling absorbance, 30 min; inhibition, % at 10 µM; 360,000 compounds, 1.4% hits;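 active = inhibition of 50% or more, scaled per plate between neutral and stimulator controls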;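 also: 0% = DMSO wells given calcium and 100% = 1 mM EGTA wells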
A3G deaminase: APOBEC3G DNA deaminase inhibitors, primary screen, biochemical, fluorescence, single-stranded DNA substrate, uHTS; AID 493012, 2011; 330,000 compounds, 0.28% hits; recombinant A3G, ssDNA deamination FAM/TAMRA fluorescence; inhibition, % at 20 µM;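 active = inhibition of at least 40% at 20 µM, with no more than 30% in the related APOBEC3A deaminase screen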;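 also: plate controls were DMSO wells with A3G for no effect and wells lacking A3G enzyme for full effect; some compounds called inactive have numbers as strong as hits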
Target sequence (Q9HC16 whole entry, looked up): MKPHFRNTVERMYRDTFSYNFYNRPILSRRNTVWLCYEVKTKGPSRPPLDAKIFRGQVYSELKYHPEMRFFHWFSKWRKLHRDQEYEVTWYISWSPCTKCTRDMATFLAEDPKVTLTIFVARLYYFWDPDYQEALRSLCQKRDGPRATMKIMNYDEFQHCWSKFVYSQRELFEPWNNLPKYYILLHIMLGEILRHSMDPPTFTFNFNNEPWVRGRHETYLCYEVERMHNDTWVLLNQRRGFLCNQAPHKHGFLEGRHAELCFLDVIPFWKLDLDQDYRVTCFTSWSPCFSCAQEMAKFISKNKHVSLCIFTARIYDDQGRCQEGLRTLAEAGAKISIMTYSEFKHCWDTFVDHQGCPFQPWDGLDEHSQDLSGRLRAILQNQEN
hIAP act: human IAP activators, primary screen, biochemical, luminescence, uHTS | Intestinal-type alkaline phosphatase (Homo sapiens), P09923 | purified human IAP, CDP-Star luminescence, 30 min; stronger effect = higher value; 1 = vehicle-only enzyme, 0 = enzyme-free background | activation factor at 10 µM | 330,000 compounds, 0.16% hits | AID 2524, 2010;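 active = activation factor of the enzyme at least 2-fold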; also: the source names both 10 and 20 µM as test concentration; values of inactives mirror those of a sister screen read the other way
Target sequence (P09923 whole entry, looked up): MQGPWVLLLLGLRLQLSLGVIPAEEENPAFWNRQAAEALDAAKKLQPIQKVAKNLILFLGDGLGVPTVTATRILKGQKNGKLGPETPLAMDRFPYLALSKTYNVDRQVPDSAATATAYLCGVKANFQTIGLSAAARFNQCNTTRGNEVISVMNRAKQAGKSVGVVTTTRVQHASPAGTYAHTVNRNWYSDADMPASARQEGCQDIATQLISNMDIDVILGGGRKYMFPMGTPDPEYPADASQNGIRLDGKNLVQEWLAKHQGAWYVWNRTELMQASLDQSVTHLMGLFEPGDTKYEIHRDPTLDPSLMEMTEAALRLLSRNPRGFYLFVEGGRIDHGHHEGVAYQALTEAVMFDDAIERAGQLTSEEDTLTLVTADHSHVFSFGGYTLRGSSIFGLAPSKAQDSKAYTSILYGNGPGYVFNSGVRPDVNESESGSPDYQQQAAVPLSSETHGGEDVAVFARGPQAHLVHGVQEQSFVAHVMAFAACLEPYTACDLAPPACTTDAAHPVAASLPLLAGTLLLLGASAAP
NR3A LBD binder: binders of NR3A ligand-binding domain, primary screen, biophysical, differential scanning fluorimetry, uHTS; Glutamate receptor ionotropic, NMDA 3A (GRIN3A) ligand-binding domain; NR3A LBD differential scanning fluorimetry, Tm shift; 0% = protein alone, 100% = glycine-bound protein; Tm shift relative to glycine control, % at 25 µM; 340,000 compounds, 2.5% hits;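 active = melting temperature shift of at least 10% of the positive control shift, at one fixed dose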
hIAP block: human IAP inhibitors, primary screen, biochemical, luminescence, uHTS. purified IAP, CDP-Star luminescence, 30 min. inhibition, % at 10 µM. 330,000 compounds, 0.12% hits. AID 2544, 2010;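 active = inhibition reaching a set limit with compound at 10 µM in the primary screen, cut at about 35% in these data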;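 also: plate controls were DMSO wells with enzyme for no effect and no-enzyme buffer wells for full effect; values of inactives mirror those of a sister screen read the other way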
mIAP act: activators of mouse IAP, primary screen, biochemical, luminescence, uHTS | 330,000 compounds, 0.24% hits | AID 2805, 2010 | activation factor at 10 µM | muIAP, CDP-Star luminescence, 30 min; stronger effect = higher value; 1 = vehicle-only enzyme signal, 0 = enzyme-free wells | intestinal alkaline phosphatase [Mus musculus];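 active = activation factor of at least 2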; also: the source names both 10 and 20 µM as test concentration; values of inactives mirror those of a sister screen read the other way
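Assay system: mouse IAP enzyme / Compound: DMSO-dissolved test compounds / Timing: 30 min, room temperature / Measured by: luminescence from enzymatic CDP-Star hydrolysis / Control set: DMSO-only wells, enzyme-free buffer wells as negative control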
mIAP inh: inhibitors of mouse IAP, primary screen, biochemical, luminescence, uHTS. intestinal alkaline phosphatase [Mus musculus]. purified mouse IAP, CDP-Star luminescence, 30 min. inhibition, % at 10 µM. 330,000 compounds, 0.2% hits. AID 2806, 2010;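 active = inhibition of at least 40% at 10 µM in the primary screen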;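 also: plate controls were DMSO with enzyme for no effect and no enzyme wells for full effect; values of inactives mirror those of a sister screen read the other way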
beta cell repl: inducers of MIN6 beta-cell proliferation, primary screen, ATP luminescence, uHTS; proliferation, % at 10 µM; MIN6 cells proliferation, ATPlite luminescence, 48 h; cells starved in 0.2% serum; 100% = growth in 10% serum; 330,000 compounds, 0.29% hits;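 active = compounds whose signal lies at least 3.5 SD above the mean of all wells on their plate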;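 also: 0% = DMSO-treated cells in low-serum medium and 100% = 10% serum control; some compounds called inactive have numbers as strong as hits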
APOBEC3A inh: APOBEC3A ssDNA deaminase inhibitors, primary screen, selectivity assay for APOBEC3G inhibitor project, biochemical, FAM/TAMRA oligo cleavage fluorescence; DNA dC->dU-editing enzyme APOBEC-3A (Homo sapiens), P31941; recombinant A3A, FAM/TAMRA ssDNA deamination fluorescence; inhibition, % at 20 µM; 330,000 compounds, 0.41% hits; AID 493011, 2011;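 active = at least 40% inhibition at 20 µM here, with at most 30% in a related deaminase screen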;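 also: plate controls were A3A with DMSO for no effect and wells lacking A3A enzyme for full effect; some results filed as inactive read as strong as hits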
Active calls of the source: *.

SMILES	MPTP inh	A3G deaminase	hIAP act	NR3A LBD binder	hIAP block	mIAP act	mIAP inh	beta cell repl	APOBEC3A inh
CCOC(=O)/C(C#N)=C/c1c(N2CCN(c3ccccc3)CC2)nc2ccccn2c1=O	-0.8	-1	1.1	-6	-6	0.91	9	-1	0
CC1CN(Cc2nc3c(c(=O)n(C)c(=O)n3C)n2CC(O)CO)CC(C)O1 (stereo not given)	0.3	-8	1	-1	-4	1	-1	-2	-3
COc1ccc(CCNC(=O)CSc2nnc3ccc(-c4cccnc4)nn23)cc1	0.1	-5	0.95	0	5	1.1	-14	-5	-7
c1csc(-c2ccnc3ncnn23)c1	0.5	-9	1	-2	-1	0.97	3	-2	-2
CN1N=C(C(F)(F)F)CC1=O	-0.6	-4	1	-2	-2	0.95	5	0	-4
Cc1ccc(S(=O)(=O)CCC(=O)Nc2nc(C(C)(C)C)cs2)cc1	1.7	-6	0.87	0	13	1	-4	-3	-3
CC(C)(C)C(C(=O)Oc1ccccc1)c1ccccc1 (stereo not given)	7.5	-6	1.1	-1	-12	0.99	1	0	-4
CCOc1ccc(CNC(=O)CCc2cn(Cc3ccccc3)c3ccccc23)cc1	1.6	-6	1.2	2	-19	0.92	8	-2	-3
CC(C)c1ccc(NC(=O)C2CCN(c3ncnc4c3nc3n4CCCCC3)CC2)cc1	2.3	-4	1.5	1	-52	1.3	-31	-3	1
O=c1oc(-c2ccc(O)c(O)c2)cc2cc(O)cc(O)c12	2.9	-1	0.31	20*	69*	0.65	35	-2	2
O=C(Cc1ccc(Cl)cc1)NCC(=O)N1CCN(c2ccccc2)CC1	-0.3	0	0.92	3	8	1	-4	0	2
CCN(CC)S(=O)(=O)c1ccc2[nH]c(=O)cc(C(=O)Nc3ccc(C)cc3)c2c1	1.2	7	1.1	0	-6	0.97	3	-2	6
C=CCn1c(SCC(=O)N2CCCC2)nc2c([nH]c3ccccc32)c1=O	-1.5	-6	1.2	-3	-23	1	-2	-1	-3
Cn1nnnc1SCc1nnc(-c2ccc(Cl)cc2)o1	-0.3	0	0.98	0	2	0.96	4	0	-2
CCCn1c(CC)nc([N+](=O)[O-])c1Sc1ccc(C)cc1	9.4	-8	0.79	-1	21	0.93	7	0	-2
CC(C)(C)OC(=O)N[C@@H](Cc1ccccc1)c1nnc(SCC(N)=O)o1	1.6	1	1	-1	-4	1	0	-2	-2
O=C1CCCCCN1CSc1nc2ccccc2s1	0.0	0	0.93	0	7	0.93	7	-2	-1
Cc1ccc(C2CC2C(=O)NNC(=S)Nc2cccc(C)c2)cc1 (stereo not given)	9.0	-1	1.8	-9	-81	0.9	10	-1	-2
O=C(/C=C/c1ccc(-c2cccc([N+](=O)[O-])c2)o1)N1CCOCC1	1.3	4	0.99	0	1	0.92	8	-2	0
CCOC(=O)C1CCCN(S(=O)(=O)c2cc(OCC(N)=O)c(C)cc2Cl)C1 (stereo not given)	1.0	0	0.93	1	7	1.1	-7	-4	1

An excerpt from above in order of their number in hIAP block, descending.
structure,hIAP block
CCCn1c(CC)nc([N+](=O)[O-])c1Sc1ccc(C)cc1,21
CCOC(=O)C1CCCN(S(=O)(=O)c2cc(OCC(N)=O)c(C)cc2Cl)C1 (stereo not given),7
Cc1ccc(C2CC2C(=O)NNC(=S)Nc2cccc(C)c2)cc1 (stereo not given),-81

The listing continues.
SMILES	MPTP inh	A3G deaminase	hIAP act	NR3A LBD binder	hIAP block	mIAP act	mIAP inh	beta cell repl	APOBEC3A inh
COc1ccccc1Nc1nc(N)nc(CCl)n1	1.5	-6	1.1	-1	-8	1	-3	-5	0
COc1cc(C(C)=O)ccc1COc1ccc(C(=O)OCC(=O)NC(C)(C)C)cc1OC	0.4	-7	1	-3	-2	0.99	0	-1	5
CCC(=O)Nc1nnc(S(=O)(=O)N(C)c2ccccc2)s1	0.2	-8	1	1	-1	1	-2	0	-1
O=C(OCc1cnc(Cl)s1)c1cccs1	-0.5	-9	1	-2	0	1.1	-9	-1	-1
CCOC(=O)c1sc2nc(CN3CCN(c4cccc(C(F)(F)F)c4)CC3)[nH]c(=O)c2c1C	3.9	-9	1.4	-2	-43	0.85	15	-5	-2
Cn1nc(C(=O)N2CCN(c3ccc([N+](=O)[O-])cc3)CC2)c2c1-c1ccccc1S(=O)(=O)C2	-1.6	-7	0.92	0	8	0.91	9	4	-2
O=C(Nc1ccc(S(=O)(=O)N2CCOCC2)cc1)c1cc(-c2cc(Cl)ccc2O)n[nH]1	75*	-8	1.9	36*	-94	0.89	11	-7	0
CCCCCOCC1CC(C/C(C)=N/NC(N)=O)(C(=O)OCC)C(=O)O1 (stereo not given)	1.5	2	1	-1	-1	1	-3	0	1
O=[N+]([O-])c1ccc(-c2ccc(S(=O)(=O)N3CCOCC3)cc2)cc1	1.5	-3	0.98	-3	2	1.1	-12	-1	-1
O=C(Nc1ccc2ccccc2c1)c1ccc(Cl)cc1Cl	-0.1	0	1.1	-13	-11	1	0	-4	2
Cc1ccc(C)c(NC(=O)CSc2nncn2C)c1	0.5	-4	0.72	-1	28	0.96	4	4	-1
COc1ccc(CNC(=O)COC(=O)/C=C/c2ccc(Cl)cc2)cc1	-4.3	-7	0.89	1	11	1.1	-10	0	2
COc1cc(=O)oc(-c2ccccc2)c1C(C)=O	1.7	-8	1	0	-1	1	-4	0	-1
O=C(COc1ccccc1)Nc1ncn[nH]1	1.3	-6	1.9	-1	-87	1	-5	-1	-6
O=C(NC1CCCC1)C(c1ccc(N2CCOCC2)cc1)N(Cc1ccccc1)C(=O)c1ccco1 (stereo not given)	-1.5	1	1	-2	-3	1	0	-2	2
Cc1ccc(CNC(=O)Cn2cnc3c(OCc4ccccc4)ncnc32)o1	-0.2	-6	0.96	4	4	1	-4	-2	-6
O=C(CN1C(=O)c2ccccc2S1(=O)=O)c1cccc(Br)c1	1.1	-4	1.1	1	-8	0.92	8	1	3
Cc1cccc(-n2c(SCC(=O)NCc3ccco3)nc3ccccc3c2=O)c1	2.1	-4	1	-1	0	0.98	2	-2	-4
Cn1cccc1/C=N/NC(=O)Cc1cccc2ccccc12	2.3	-4	1.2	-3	-18	1.2	-16	-2	-1
Cc1[nH]c2ccccc2c1/C=N/Nc1ccc([N+](=O)[O-])cc1S(=O)(=O)Nc1ccc(Cl)cc1	15	-1	1	9	-4	1	-3	-2	-3
CCOC(=O)Cc1csc(-n2sc3ccccc3c2=O)n1	-1.3	81*	0.98	5	2	0.96	4	-5	0
O=C(CN1CCN(c2ccccc2O)CC1)Nc1cc([N+](=O)[O-])ccc1Cl	1.6	0	1.1	2	-8	0.91	9	-3	3
Cc1cc(C)c(C)c(S(=O)(=O)N2CCN(C(=O)c3ccccc3OCc3c(C)noc3C)CC2)c1C	-0.9	-5	1	-3	-4	1.1	-9	-7	3
O=C(CC1C(=O)NCCN1Cc1ccccc1C(F)(F)F)NCCn1cccn1 (stereo not given)	-2.5	-9	1.1	-2	-11	0.99	1	-4	0
CCN(CC(=O)Nc1ccc(OC)c(OC)c1)S(=O)(=O)c1ccc(C)cc1	0.4	-4	0.99	-7	1	1.1	-10	4	-4
Cc1[nH]c(C)c(S(=O)(=O)NCc2ccc(N(C)C)cc2)c1C(=O)N1CCCC1	0.1	-6	0.89	-1	11	1	-1	2	-8
Cc1ccc(NC(=O)CN(C)C(=O)c2cc(-c3ccco3)nc3ccccc23)cc1	0.1	42	1	-1	0	0.9	10	-1	82
C/C(=N\NC(=O)c1nnn(-c2nonc2N)c1-c1ccc2c(c1)OCO2)c1ccc(C)cc1	-0.2	-3	1.3	-7	-35	0.96	4	-1	2
COc1ccc(/C=C2\SC(=O)N(CC(=O)NC3C=CS(=O)(=O)C3)C2=O)cc1 (stereo not given)	-1.6	5	1.2	1	-23	0.97	3	4	-1
CC(=O)N(C)c1cccc(-c2ccc3nnc(C)n3n2)c1	1.0	-7	1.1	-1	-14	1	-4	-4	-2
Cn1c(=O)oc2cc(S(=O)(=O)Nc3ccc(Cl)cc3F)ccc21	-1.8	-7	1.1	2	-9	0.93	7	-3	-2
COc1ccc(C(=O)C[n+]2ccccc2/C=N/O)cc1	-1.9	-4	1.5	-1	-46	1.1	-12	-2	1
Cc1ccc(Cn2nc(C)c(NC(=O)C3CC3)c2C)cc1	0.0	-4	1.1	-1	-13	1.2	-16	-2	-5
O=C1c2ccccc2C(=O)N1CCc1nc2ccccc2c(=O)n1Cc1ccco1	-2.5	-5	1	-6	-3	0.99	1	-2	-2
CCOc1ccc2[nH]c(=O)c(CN(CCN3CCCC3)C(=S)Nc3ccccc3OC)cc2c1	-1.6	-7	0.8	-2	20	0.96	4	-6	-4
COc1ccc(N(CC(=O)NN=C2CCCCCCC2)S(=O)(=O)c2ccccc2)cc1Cl	1.5	-7	1.4	-3	-35	1	0	-2	-3
COc1cccc(C(=O)NCCCNC(=O)c2ccco2)c1	-0.8	-1	0.92	-1	8	0.98	2	0	0
COC(=O)c1sc(N)c(C(=O)OC)c1COC(=O)[C@@H](NS(=O)(=O)c1cccc(Cl)c1)C(C)C	-0.7	-4	1.1	2	-10	0.93	7	0	5
Cc1[nH]n(-c2nc(-c3cccc([N+](=O)[O-])c3)cs2)c(=O)c1C	2.3	-7	1.1	-3	-8	0.95	5	0	-7
COc1ccc2sc(-c3ccccc3OC)c(-c3ccc(O)cc3)c2c1	0.6	2	1.1	3	-12	0.83	17	-7	1
CCOC(=O)C1CCCN(S(=O)(=O)c2ccc(C)cc2)C1 (stereo not given)	0.7	-3	0.98	0	2	0.94	6	1	-2
C(=Nc1ccc(N2CCOCC2)cc1)c1c[nH]c2ccccc12	3.7	-1	0.86	-2	14	0.94	6	0	-1
CCN(CC)c1ccc(/C=c2\sc3nnc(-c4ccccc4Cl)n3c2=O)cc1	2.9	4	0.95	3	5	0.61	39	-2	-3
Cn1c2ccc(F)cc2c2ncn(CCCN(CCO)CCO)c(=O)c21	-2.8	-3	1.1	1	-14	0.95	5	0	-1
O=C(Cc1cccc2ccccc12)N/N=C/c1ccc(F)cc1	1.6	2	0.96	-11	4	1	-3	1	3
CCOc1ccccc1NC(=O)c1cc(S(=O)(=O)N2CCC3(CC2)OCCO3)ccc1F	-3.3	-2	1	1	-2	0.91	9	-1	-2
CCc1nc2ccccc2n1CC(=O)OCC(=O)N(CC(C)C)c1c(N)n(Cc2ccccc2)c(=O)[nH]c1=O	-2.9	-7	0.99	-1	1	0.99	1	1	13
O=c1[nH]c(SCc2ccccc2Cl)nc2[nH]ncc12	-2.0	2	0.97	-4	3	0.75	25	0	0
